Assay outcomes deposited in PubChem BioAssay by several laboratories.
Ba/F3 V617F tox: reduced viability of JAK2V617F-dependent Ba/F3 cells, primary screen, JAK2V617F inhibitor project, cell-based, Ba/F3 EpoR-JAK2V617F, luminescence; ATP luminescence; inhibition, % at 5.6 µM; 220,000 tested, 1.1% active; AID 1446, 2008;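 active = inhibition above the campaign mean plus 3 SD over all tested compounds, cut at about 24% in these data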;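 note: cytokine-independent growth of Ba/F3 cells driven by EpoR plus mutant JAK2; 0% = DMSO-treated cells and 100% = JAK inhibitor I control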
NPY-Y1 antag: NPY-Y1 receptor antagonists, primary screen, cell-based | HEK293-CNG Y1 cells, membrane potential fluorescence; NPY at EC95, then isoproterenol | inhibition, % at 3.6 µM | 200,000 tested, 1% active | AID 1040, 2008;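 active = inhibition above the campaign mean inhibition of all tested compounds plus 3 SD, cut at about 20% in these data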;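 note: 0% = DMSO wells given NPY plus isoproterenol and 100% = isoproterenol alone without NPY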
Target sequence (P25929 whole entry, looked up): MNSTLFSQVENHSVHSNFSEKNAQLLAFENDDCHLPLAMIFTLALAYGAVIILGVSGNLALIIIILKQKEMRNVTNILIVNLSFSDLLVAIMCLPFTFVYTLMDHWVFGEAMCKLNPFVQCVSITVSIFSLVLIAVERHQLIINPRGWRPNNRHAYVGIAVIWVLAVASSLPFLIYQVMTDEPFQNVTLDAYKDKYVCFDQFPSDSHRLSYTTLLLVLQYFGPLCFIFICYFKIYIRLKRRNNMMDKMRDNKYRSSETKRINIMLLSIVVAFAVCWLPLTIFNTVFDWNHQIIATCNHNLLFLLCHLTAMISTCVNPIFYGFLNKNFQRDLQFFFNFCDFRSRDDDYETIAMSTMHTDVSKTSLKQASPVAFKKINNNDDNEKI
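Material: HEK293 Y1/CNG channel cell line; also added: NPY (25 nM), isoproterenol (1 µM), Ro 20-1724 (25 µM); doses: one concentration, 3.6 µM, in 0.4% DMSO; schedule: compound incubation 1 h at room temperature, readout 45 min post-stimulation; technique: membrane potential fluorescence; measure: fluorescence ratio normalized to % inhibition between controls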
BaF3 parental: parental Ba/F3 cell viability inhibition, counter-screen for JAK2V617F inhibitor project, murine pro-B, CellTiter-Glo luminescence; inhibition, % at 5.6 µM; 220,000 tested, 1.1% active; CellTiter-Glo ATP luminescence;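 active = inhibition above a per-campaign cutoff, the mean inhibition of all tested compounds plus 3 SD, cut at about 27% in these data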;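 note: 0% = DMSO wells and 100% = JAK Inhibitor I control wells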
Runt-CBFb FRET: inhibitors of RUNX1 Runt–CBFb binding, primary screen, biochemical, FRET, Cerulean-Runt, Venus-CBFb, uHTS | Runt-related transcription factor 1 (Homo sapiens) + Core-binding factor subunit beta … | Cerulean-Runt/Venus-CBFb FRET ratio 530/480, 1 h | inhibition, % at 20 µM | 220,000 tested, 0.46% active | AID 1496, 2009;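 active = inhibition over about 50% at 20 µM in the single-dose screen, limit read from the data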;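 note: 0% = DMSO wells and 100% = excess unlabeled CBFb competitor control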
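test system = Cerulean-Runt domain fusion protein, energy donor | probe or stimulus = Venus-CBFb binding partner, 100 nM | incubation = two 1 h room-temperature incubations shielded from light | detection = fluorescence energy transfer, 422 nm excitation, 530/480 nm emission | measure = loss of energy transfer signal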
NPY-Y2 PAM-ag: NPY-Y2 potentiators or agonists, primary screen, cell-based; cells expressing NPY-Y2, potentiator/agonist read-out; AID 1359, 2008; Neuropeptide Y receptor type 2 (Homo sapiens), P49146; activation, % at 3.6 µM; 220,000 tested, 0.45% active; in the data active = activation above about 27%;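 note: cells stimulated with NPY near EC25 plus isoproterenol at EC100; 0% = vehicle plus submaximal agonist and 100% = vehicle plus saturating agonist; some results beyond the cut were filed as inactive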
S1P4 antag: S1P4 receptor antagonists, primary screen, cell-based; Sphingosine 1-phosphate receptor 4 (Homo sapiens), O95977; S1P4-expressing cells, antagonist mode, reporter read-out; inhibition, % at 4.98 µM; 220,000 tested, 0.26% active; in the data active = inhibition above about 29%;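 note: 0% = wells stimulated with agonist and 100% = vehicle wells without agonist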
Target sequence (O95977 whole entry, looked up): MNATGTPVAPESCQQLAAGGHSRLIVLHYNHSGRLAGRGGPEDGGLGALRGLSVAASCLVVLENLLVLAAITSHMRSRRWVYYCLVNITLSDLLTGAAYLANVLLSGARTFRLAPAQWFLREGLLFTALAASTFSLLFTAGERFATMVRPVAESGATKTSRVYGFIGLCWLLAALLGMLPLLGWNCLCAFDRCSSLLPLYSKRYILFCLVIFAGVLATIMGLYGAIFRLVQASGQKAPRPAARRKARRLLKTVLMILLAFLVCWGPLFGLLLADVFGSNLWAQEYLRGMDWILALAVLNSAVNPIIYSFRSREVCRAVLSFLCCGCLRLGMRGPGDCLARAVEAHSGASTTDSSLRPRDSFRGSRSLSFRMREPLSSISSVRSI
RBBP9 inhibitor: human RBBP9 inhibitors, primary screen, biochemical, fluorescence polarization, FP-Rh probe, HTS. recombinant RBBP9. 220,000 tested, 0.2% active. inhibition, % at 7.94 µM. AID 1515, 2009;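 active = inhibition above the campaign mean of all tested compounds plus 3 SD, cut at about 14% in these data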;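 note: plate controls were DMSO wells with RBBP9 for no effect and wells lacking RBBP9 protein for full effect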
Target sequence (O75884 whole entry, looked up): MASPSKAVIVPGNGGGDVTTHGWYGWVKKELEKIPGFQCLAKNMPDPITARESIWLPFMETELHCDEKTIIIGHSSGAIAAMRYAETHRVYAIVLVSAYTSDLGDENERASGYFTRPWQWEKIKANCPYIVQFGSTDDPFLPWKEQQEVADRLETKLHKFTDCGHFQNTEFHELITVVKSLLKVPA
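Test system: recombinant human RBBP9; Timing: 30 min then 45 min, 25 °C; Detection: fluorescence polarization; Control set: RBBP9 with DMSO as uninhibited control, no-protein wells as full inhibition; Compound dosing: one concentration, 7.94 µM nominal, 0.794% DMSO; Probe or stimulus: FP-Rh activity-based probe, 375 nM before mixing.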
NPY-Y1 PAM-ag: NPY-Y1 receptor potentiators or agonists, primary screen, cell-based; activation, % at 3.6 µM; 220,000 tested, 0.37% active; NPY-Y1 expressing cells, potentiator/agonist activation; in the data active = activation above about 33%, passing the limit was not always enough;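 note: cells stimulated with NPY at EC10 then isoproterenol at EC100; 0% = low agonist plus stimulus and 100% = saturating agonist plus stimulus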
S1P4 agonist: S1P4 receptor agonists, primary screen, cell-based. AID 1509, 2009. 220,000 tested, 0.35% active. activation, % at 4.98 µM. Sphingosine 1-phosphate receptor 4 (Homo sapiens), O95977. S1P4-expressing cell line, agonist reporter assay; in the data active = activation above about 11%;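 note: 0% = DMSO vehicle and 100% = reference agonist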
Numbers without * were called inactive; . = not tested or not shown.

Codes: A = Ba/F3 V617F tox; B = NPY-Y1 antag; C = BaF3 parental; D = Runt-CBFb FRET; E = NPY-Y2 PAM-ag; F = S1P4 antag; G = RBBP9 inhibitor; H = NPY-Y1 PAM-ag; I = S1P4 agonist
> COc1ccc(N2C(=O)C(Cl)=C(Nc3ccc(OC)cc3OC)C2=O)cc1
  A = -1	B = -1	C = 4	D = 0	E = 10	F = 5	G = -3	H = 6	I = -0.7

> COc1ccc(N2CCN(C(=S)NCc3ccccc3)CC2)cc1
  A = -1	B = -3	C = 6	D = 0	E = -2	F = 13	G = 4	H = -7	I = 0.4

> CC(C)(C)OC(=O)NCCc1nnc(SCC(=O)Nc2ccc(Br)cc2)o1
  A = -5	B = .	C = -2	D = -2	E = 19	F = -11	G = -1	H = 14	I = -1.0

> COc1ccc(-c2csc(N(CCCN(C)C)C(=O)c3cccs3)n2)cc1
  A = -3	B = 11	C = 3	D = -1	E = 2	F = -10	G = -2	H = -15	I = -0.9

> COCc1cc(C)n(CC(=O)NCc2ccccc2)c(=O)c1C#N
  A = 6	B = -5	C = 4	D = 0	E = -6	F = 6	G = -5	H = 6	I = -2.3

> CCOC(=O)Cc1csc(NS(=O)(=O)c2ccc(SC)cc2)n1
  A = 3	B = 13	C = 7	D = 2	E = -2	F = 1	G = 1	H = 5	I = -0.3

> CCc1cc2c(=O)c(-c3nc4ccccc4n3C)c(C(C)C)oc2c(CN2CCN(C)CC2)c1O
  A = 1	B = 6	C = 1	D = 2	E = 2	F = -18	G = -13	H = 3	I = 1.7

> CC1(C)CC(=O)C2=C(C1)N(N1CCOCC1)C(N)=C(C#N)C2c1cccs1 (centres undefined)
  A = -1	B = -4	C = 5	D = -4	E = 16	F = 5	G = -1	H = 14	I = 0.0

> Nc1ccc2c(c1)OCCOCCOCCOCCOCCO2
  A = -1	B = -2	C = 5	D = -16	E = 11	F = -11	G = -7	H = -4	I = 1.2

> Cc1cc(C)nc(NC2=NCC(=O)N2c2ccc3c(c2)OCCO3)n1
  A = 2	B = 5	C = 4	D = 1	E = -17	F = -17	G = 2	H = -15	I = 1.2

> CC(C)c1ccc(NC(=O)COC(=O)c2c[nH]c(=O)[nH]c2=O)cc1
  A = 3	B = 1	C = 9	D = 1	E = 0	F = -4	G = -12	H = -3	I = -0.7

> CC(C)CN(C(=O)CN1CCc2ccccc21)c1c(N)n(CC(C)C)c(=O)[nH]c1=O
  A = 0	B = 9	C = 6	D = 35	E = 7	F = -16	G = -9	H = 6	I = -0.8

> COc1ccc(/C=N/NC(=O)c2ccc(=O)[nH]n2)cc1OC
  A = 1	B = 5	C = -9	D = -2	E = -3	F = 6	G = 0	H = -13	I = 0.6

> CCOc1ccc(CCNS(=O)(=O)c2cccc3nsnc23)cc1OCC
  A = 0	B = -3	C = 4	D = 3	E = -15	F = 14	G = 0	H = -6	I = -1.1

> O=c1c2c3c(sc2n2c(=S)[nH]nc2n1Cc1ccccc1)CN(Cc1ccccc1)CC3
  A = 2	B = -2	C = 7	D = .	E = 1	F = -11	G = 7	H = -8	I = 2.7

> CCCC(=O)C1=C(O)C(C(=O)OC)C(C)(C)CC1=NCCc1ccc(OC)c(OC)c1 (centres undefined)
  A = -3	B = 2	C = 5	D = 0	E = 8	F = -8	G = -10	H = 4	I = 5.5

> Cc1ccc(S(=O)(=O)NC2(C(F)(F)F)C(=O)Nc3c2c(=O)n(C)c(=O)n3C)cc1 (centres undefined)
  A = -3	B = 5	C = -3	D = 2	E = -8	F = -15	G = 2	H = 0	I = -0.6

> CCOc1ccc(N=Nc2c(=O)[nH]n3c(=O)cc(C)[nH]c23)cc1
  A = 4	B = 5	C = 8	D = -12	E = -11	F = -5	G = 32*	H = -13	I = 1.7

> CCC(C(=O)Nc1ccccc1)c1ccccc1 (centres undefined)
  A = -1	B = -1	C = 2	D = -1	E = 2	F = -2	G = -6	H = -8	I = -0.9

> CC(=O)N(C)c1ccc(NC(=O)C(Sc2ccccc2)c2ccccc2)cc1 (centres undefined)
  A = 2	B = 0	C = -3	D = -2	E = -9	F = 4	G = 10	H = 14	I = -5.0

> COC(=O)Cc1cc(=O)n2[nH]c(C)nc2n1
  A = -2	B = 1	C = 4	D = -1	E = 11	F = 2	G = -1	H = 19	I = 0.8

> Cc1ccc(S(=O)(=O)CCC(=O)OCC(=O)c2ccc(C)c(C)c2)cc1
  A = 0	B = 4	C = 5	D = -3	E = 0	F = -16	G = -2	H = -5	I = -0.4

> Cc1ccccc1NC(=O)C(c1ccccc1)C1CCCC1 (centres undefined)
  A = -4	B = 26*	C = 5	D = -2	E = -8	F = 14	G = 1	H = -19	I = 0.4

> Cc1cc(NC(=O)CCC(=O)N(c2ccccc2)C(C(=O)NCC2CCCO2)c2cccnc2)no1 (centres undefined)
  A = -4	B = 3	C = 0	D = -1	E = 13	F = -6	G = -8	H = -7	I = -3.0

> C/C(CC(=O)Nc1ccc(N(C)C)cc1)=N\NC(=O)c1cnccn1
  A = -1	B = 0	C = 5	D = 2	E = -6	F = -15	G = -4	H = 13	I = 0.1

Looked up by structure from above:
Codes: A = Ba/F3 V617F tox; B = NPY-Y1 antag; C = BaF3 parental; D = Runt-CBFb FRET; E = NPY-Y2 PAM-ag; F = S1P4 antag; G = RBBP9 inhibitor; H = NPY-Y1 PAM-ag; I = S1P4 agonist
> COC(=O)Cc1cc(=O)n2[nH]c(C)nc2n1
  A = -2	B = 1	C = 4	D = -1	E = 11	F = 2	G = -1	H = 19	I = 0.8

> CC1(C)CC(=O)C2=C(C1)N(N1CCOCC1)C(N)=C(C#N)C2c1cccs1 (centres undefined)
  A = -1	B = -4	C = 5	D = -4	E = 16	F = 5	G = -1	H = 14	I = 0.0

> Cc1cc(NC(=O)CCC(=O)N(c2ccccc2)C(C(=O)NCC2CCCO2)c2cccnc2)no1 (centres undefined)
  A = -4	B = 3	C = 0	D = -1	E = 13	F = -6	G = -8	H = -7	I = -3.0

> COc1ccc(N2CCN(C(=S)NCc3ccccc3)CC2)cc1
  A = -1	B = -3	C = 6	D = 0	E = -2	F = 13	G = 4	H = -7	I = 0.4

Whole records as entered above. Values in the order: Ba/F3 V617F tox, NPY-Y1 antag, BaF3 parental, Runt-CBFb FRET, NPY-Y2 PAM-ag, S1P4 antag, RBBP9 inhibitor, NPY-Y1 PAM-ag, S1P4 agonist
Listed for Cc1ccc(S(=O)(=O)CCC(=O)OCC(=O)c2ccc(C)c(C)c2)cc1 → 0, 4, 5, -3, 0, -16, -2, -5, -0.4
Listed for COC(=O)Cc1cc(=O)n2[nH]c(C)nc2n1 → -2, 1, 4, -1, 11, 2, -1, 19, 0.8
Listed for O=c1c2c3c(sc2n2c(=S)[nH]nc2n1Cc1ccccc1)CN(Cc1ccccc1)CC3 → 2, -2, 7, ., 1, -11, 7, -8, 2.7
Listed for Cc1ccccc1NC(=O)C(c1ccccc1)C1CCCC1 (centres undefined) → -4, 26*, 5, -2, -8, 14, 1, -19, 0.4

Next part.
Codes: A = Ba/F3 V617F tox; B = NPY-Y1 antag; C = BaF3 parental; D = Runt-CBFb FRET; E = NPY-Y2 PAM-ag; F = S1P4 antag; G = RBBP9 inhibitor; H = NPY-Y1 PAM-ag; I = S1P4 agonist
> Cc1ccccc1N=Cc1cc2c(cc1[N+](=O)[O-])OCO2
  A = 1	B = 6	C = 3	D = 18	E = 5	F = -12	G = 1	H = 2	I = 1.5

> ClC(=C\c1ccccc1)/C=N/N1CCN(c2ccccn2)CC1
  A = -4	B = 0	C = 1	D = -2	E = -9	F = 3	G = -2	H = -13	I = -0.8

> COC(=O)Cc1c(C)nc2nc(-c3ccc(C)cc3)[nH]n2c1=O
  A = 1	B = -3	C = 4	D = 1	E = -6	F = -2	G = -8	H = -1	I = -1.7

> CCOC(=O)C1CCCN(c2c(N3CCN(c4ccccn4)CC3)c(=O)c2=O)C1 (centres undefined)
  A = -4	B = -1	C = -1	D = 0	E = 9	F = -8	G = 0	H = -8	I = -0.5

> O=C1CSC(c2cccc([N+](=O)[O-])c2)N1CCN1CCCCC1 (centres undefined)
  A = -4	B = 5	C = 1	D = 1	E = -15	F = 8	G = -2	H = 10	I = 0.1

> CCNC(=S)N(CCc1c(C)[nH]c2ccc(C)cc12)Cc1ccco1
  A = 0	B = -1	C = 5	D = -2	E = 5	F = 14	G = -6	H = 13	I = 1.4

> CCN(CC)c1nc(Nc2ccc(Cl)cc2)nc(OCC#N)n1
  A = -2	B = 1	C = 6	D = -4	E = 5	F = -1	G = -3	H = 6	I = 0.1

> CC(=O)SCC(=O)N=c1sc2cc(F)ccc2n1C
  A = -4	B = -6	C = 1	D = 2	E = 14	F = -1	G = -3	H = -9	I = -1.9

> CCOC(=O)Cc1nn[nH]n1
  A = -5	B = 0	C = 4	D = 0	E = -6	F = 2	G = 2	H = 2	I = 1.4

> Cc1cc(/C=C2\C(=O)NN(c3ccccc3)C2=O)c(C)n1-c1ccccc1O
  A = -5	B = .	C = 1	D = 0	E = 21	F = -22	G = -4	H = 20	I = -0.7

> O=C(CN(c1ccc(Cl)cc1)S(=O)(=O)c1ccc(Cl)c([N+](=O)[O-])c1)NCCc1ccc(F)cc1
  A = 2	B = 4	C = 5	D = -3	E = 5	F = -17	G = -12	H = 2	I = -0.5

> CCCc1cc(C(=O)OC)c2ccccc2n1
  A = -2	B = 1	C = 3	D = -1	E = 0	F = -11	G = -6	H = -4	I = 0.9

> Cc1c(C(=O)OCC(=O)N2CC(=O)Nc3ccccc32)oc2ccc(Br)cc12
  A = 0	B = -1	C = 4	D = -3	E = -3	F = -12	G = 6	H = -9	I = 0.3

> Cc1ccc(NC(=O)C2CCCN2S(=O)(=O)c2cccc3cccnc23)cc1F (centres undefined)
  A = -1	B = -4	C = -1	D = 2	E = -5	F = -8	G = 2	H = -1	I = 1.0

> COc1cc(C2SCC(=O)N2CCCN(C)C)cc(OC)c1OC (centres undefined)
  A = 4	B = -2	C = 5	D = 2	E = -6	F = -3	G = -6	H = 3	I = -2.0

> COc1cc(NC(=O)COC(=O)c2ccccc2F)cc(OC)c1
  A = 2	B = -6	C = 6	D = 0	E = -13	F = -6	G = -4	H = -10	I = 0.3

> O=C1Nc2cc(Cl)c(Cl)cc2N(O)N1c1ccc(Cl)cc1
  A = -4	B = 0	C = 0	D = .	E = -2	F = -10	G = -1	H = -20	I = -1.2

> O=Cc1cn(-c2ccccc2)nc1-c1ccncc1
  A = 3	B = -8	C = 4	D = 0	E = 18	F = -9	G = -8	H = 27	I = 1.2

> CC(C)C(=O)Nc1ccc2c(c1)oc1ccccc12
  A = 2	B = -2	C = 5	D = 0	E = 6	F = 4	G = -4	H = 22	I = 2.3
